hgDAF-12 ag = H. glycines DAF-12 receptor agonists, primary screen, cell-based, luminescence, HEK293, GAL4 fusion, UAS-luciferase. AID 687014, 2013. 370,000 compounds, 1.8% hits. activation, % at 6.8 µM. Nuclear hormone receptor DAF-12 (Heterodera glycines), GAL4 fusion. HEK293 GAL4-hgDAF12 UAS-luciferase reporter, agonist luminescence; normalized to butyrate control;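 active means activation above a cutoff set at the mean of all screened compounds plus 3 SD, cut at about 10% in these data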;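 further: 0% = DMSO wells and 100% = sodium butyrate wells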
SMARCA2 act = SMARCA2 (BRM) function activators, primary screen, cell-based, luminescence, high throughput; 370,000 compounds, 1% hits; AID 652017, 2013; MG213 cells, MMTV-luciferase reporter, dexamethasone, overnight; activation, % at 9.1 µM; in the data active means activation above about 7.8%;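 further: 0% = vehicle wells and 100% = reference activator wells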
DAX1 inh-1 = DAX1 (NR0B1) inhibitors, primary screen, cell-based, HEK293, Gal4-DAX1, luciferase luminescence. Nuclear receptor subfamily 0 group B member 1 (Homo sapiens), P51843. AID 504766, 2011. inhibition, % at 6.75 µM. 340,000 compounds, 0.99% hits. HEK293 Gal4-DAX1 luciferase reporter;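 active means inhibition above the mean over all tested compounds plus 3 SD, cut at about 4.2% in these data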;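 further: 0% = DAX1-transfected cells with DMSO and 100% = empty-vector control cells with DMSO; inhibition shows as a rise in luminescence from relieved DAX1 repression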
hcDAF-12 act = H. contortus DAF-12 nuclear receptor activators, primary screen, cell-based, luminescence, HEK293, lit1-tk-luc reporter; 370,000 compounds, 1.4% hits; activation, % at 6.8 µM; HEK293 hcDAF-12 lit1-tk-luc reporter; 0% DMSO, 100% Δ7-dafachronic acid;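 active means activation above the mean of all tested compounds plus 3 SD, cut at about 5.5% in these data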;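 further: 100% = response to 3 µM Δ7-dafachronic acid high control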
GAA850 FXN act = FXN promoter activators, primary screen, cell-based, luciferase luminescence, HEK293 lucGAA850; 360,000 compounds, 0.56% hits; activation, % at 6 µM; AID 540364, 2011; HEK293 lucGAA850 FXN promoter luciferase reporter, 24 h; percent of 10 µM SAHA response;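 active means activation above the average of all compounds screened plus 3 SD, cutoff fixed separately per campaign, cut at about 7.5% in these data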;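 further: 0% = DMSO wells and 100% = 10 µM SAHA wells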
ADAM10 inh = human ADAM10 inhibitors, primary screen, biochemical, QFRET, HTS; Disintegrin and metalloproteinase domain-containing protein 10 (Homo sapiens), O14672; recombinant ADAM10, EDANS/DABCYL FRET peptide cleavage, 3 h; inhibition, % at 7 µM; 370,000 compounds, 0.62% hits; AID 720582, 2013;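 active means inhibition above a per-campaign cutoff equal to the mean of compounds falling between control-based bounds plus 3 SD, cut at about 20% in these data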;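 further: 0% = DMSO wells while the 100% control is not disclosed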
Target sequence (O14672 214-748 limits assumed): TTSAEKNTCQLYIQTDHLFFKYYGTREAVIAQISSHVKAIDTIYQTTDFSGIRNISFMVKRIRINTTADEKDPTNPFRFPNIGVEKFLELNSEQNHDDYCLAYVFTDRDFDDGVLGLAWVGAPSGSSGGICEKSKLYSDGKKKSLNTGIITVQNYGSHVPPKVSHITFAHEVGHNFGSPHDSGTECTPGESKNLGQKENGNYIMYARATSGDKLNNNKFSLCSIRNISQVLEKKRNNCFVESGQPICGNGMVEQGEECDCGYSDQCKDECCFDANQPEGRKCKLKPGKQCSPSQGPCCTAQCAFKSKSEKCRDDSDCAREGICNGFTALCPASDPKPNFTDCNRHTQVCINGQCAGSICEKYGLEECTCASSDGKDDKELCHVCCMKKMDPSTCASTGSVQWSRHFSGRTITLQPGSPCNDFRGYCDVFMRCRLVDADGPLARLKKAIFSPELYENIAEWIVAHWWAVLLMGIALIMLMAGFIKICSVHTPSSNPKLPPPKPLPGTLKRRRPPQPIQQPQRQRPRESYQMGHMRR
NPR1 activator = GC-A stimulated cGMP production enhancers – HEK293 GC-A cells, cGMP TR-FRET, EC30 ANP, primary screen; Atrial natriuretic peptide receptor 1 (Homo sapiens), P16066; 0% at EC30 ANP, 100% saturating ANP; activation, % at 10 µM; 370,000 compounds, 0.14% hits; AID 1671463, 2021; in the data active means activation above about 40%
DAX1 inh-2 = DAX1 (NR0B1) inhibitors on StAR promoter, primary screen, cell-based, luminescence, SF-1 (NR5A1), full-length DAX-1; HEK293T StAR-luciferase reporter, SF-1/DAX-1 repression relief; inhibition, % at 6.8 µM; 370,000 compounds, 1.1% hits; AID 652010, 2013;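 active means inhibition above the mean over all tested compounds plus 3 SD, cut at about 3.6% in these data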;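 further: 0% = DAX-1 cells with DMSO and 100% = cells lacking DAX-1 with DMSO; higher inhibition means more luminescence from relief of DAX-1 repression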
NPR2 activator = human GC-B receptor activators, primary screen, HEK293 GC-B cells, cGMP TR-FRET, EC30 CNP | Atrial natriuretic peptide receptor 2 (Homo sapiens), P20594 | 0% at EC30 CNP, 100% saturating CNP | activation, % at 10 µM | 370,000 compounds, 0.11% hits | AID 1920062, 2024;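 active means activation at 10 µM reaching about 35% in either raw or pattern-adjusted values, limit read from the data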
sPLA2-III inh = human group III sPLA2 inhibitors, primary screen, biochemical, QFRET, BODIPY PC-A2 liposome substrate; QFRET BODIPY PC-A2 liposome hydrolysis, fluorescence; inhibition, % at 12.2 µM; 370,000 compounds, 0.56% hits; AID 743126, 2013;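 active means inhibition above mean plus 3 SD of compounds lying within the high and low control bounds, cut at about 19% in these data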;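 further: 0% = median of test compound wells and 100% = no enzyme DMSO wells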
Target sequence (Q9NZ20 whole entry, looked up): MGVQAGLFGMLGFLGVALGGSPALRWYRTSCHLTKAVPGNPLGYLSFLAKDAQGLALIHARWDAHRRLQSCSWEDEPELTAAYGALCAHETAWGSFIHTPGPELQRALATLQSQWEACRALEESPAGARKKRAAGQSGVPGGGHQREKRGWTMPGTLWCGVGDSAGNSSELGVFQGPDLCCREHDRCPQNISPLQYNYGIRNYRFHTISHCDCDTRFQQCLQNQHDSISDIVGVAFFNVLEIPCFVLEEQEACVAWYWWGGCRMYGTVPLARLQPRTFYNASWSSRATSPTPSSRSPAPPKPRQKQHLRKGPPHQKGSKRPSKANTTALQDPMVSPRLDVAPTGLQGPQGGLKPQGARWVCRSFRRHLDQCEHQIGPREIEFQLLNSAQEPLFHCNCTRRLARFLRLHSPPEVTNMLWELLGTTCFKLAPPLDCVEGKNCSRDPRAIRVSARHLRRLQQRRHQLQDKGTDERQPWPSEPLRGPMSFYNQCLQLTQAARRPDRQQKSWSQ
ssDAF-12 act = S. stercoralis DAF-12 nuclear receptor activators, primary screen, cell-based, luminescence, HEK293, GRIP1 co-expression, lit1-tk-luc | activation, % at 6.8 µM | Nuclear hormone receptor DAF-12 (Strongyloides stercoralis) | 370,000 compounds, 1% hits | AID 652126, 2013 | HEK293 ssDAF-12/GRIP1 lit1-tk-luc reporter; % of 3 µM dafachronic acid response;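 active means activation above the mean over all tested compounds plus 3 SD, cut at about 0.9% in these data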;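 further: 0% = DMSO-only wells and 100% = 3 µM delta7-dafachronic acid wells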
An asterisk follows results filed as active; i = inactive; . = no result given.

SMILES	hgDAF-12 ag	SMARCA2 act	DAX1 inh-1	hcDAF-12 act	GAA850 FXN act	ADAM10 inh	NPR1 activator	DAX1 inh-2	NPR2 activator	sPLA2-III inh	ssDAF-12 act
COc1ccc(CNC(=O)Cn2nc(C(F)(F)F)cc2C)cc1	-3.0	-1	3.0	-2.0	1.5	0	0	-0.6	0	-3	-1.1
CN(C(=O)COC(=O)c1nc(Cl)ccc1Cl)c1ccccc1	1.9	4	0.8	-2.0	-2.2	10	-1	0.5	2	8	-1.1
Cc1cc(=O)oc2cc(NC(=O)c3ccccc3Cl)ccc12	13*	6	0.4	2.7	4.8	i	2	1.2	1	-5	0.5
COc1cccc(OCC(=O)NNC(=O)c2cnccn2)c1	1.1	0	5.7*	-0.4	2.1	2	6	0.2	-2	10	-1.3
O=C(CN(CC(=O)N1CCOCC1)S(=O)(=O)c1ccc(Br)s1)N1CCOCC1	0.8	0	6.8*	-0.3	1.2	-4	2	-0.1	2	0	-1.4
COc1ccc(-c2nc3ccc(Cl)cn3c2Cc2ccccc2C(F)(F)F)cc1OC	3.2	-3	.	-0.7	.	-53	-2	1.5	0	-27	-0.8
CCOC(=O)c1n[nH]n(-c2cc(Cl)cc(Cl)c2)c1=O	-1.3	-1	0.9	1.9	0.0	-9	1	0.5	1	8	-0.9
COc1ccc(C(=O)OCC[N+]2(C)CCOCC2)cc1	0.9	-2	0.8	-1.2	-1.4	2	2	0.7	-1	3	-1.1
Cc1cccc(C)c1NC(=O)C1(N2C(=O)CC2c2ccccc2)CCCCC1 (stereo not given)	2.3	-1	-1.0	0.1	-1.8	1	-3	-0.7	-4	1	-1.0
O=C(COC(=O)c1ccc(Cl)cc1)NCC1CCCCC1	3.5	-5	0.3	-0.6	-1.3	0	0	0.6	6	13	-1.0
Cc1ccc(N(CC(=O)NN=C2CCN(C)CC2)S(=O)(=O)c2ccc(C)cc2)cc1	-3.0	-1	-0.5	-1.2	0.1	-2	3	-0.2	5	-1	-0.9
Oc1ccccc1CNn1cnnc1	-1.6	0	-0.9	-2.3	0.8	-10	-1	-0.1	2	6	-1.1
COc1ccc(N2C(=O)CC(Sc3nc(C)cc(C)n3)C2=O)cc1OC (stereo not given)	1.1	1	-1.5	0.9	2.7	-4	2	0.1	-2	0	-1.2
O=C(COC(=O)CCc1nc2ccccc2s1)Nc1ncc(Cl)cc1Cl	0.1	1	-0.4	2.5	-0.7	1	-4	-0.1	1	-12	0.8
COc1cc2nc(/C=C/c3cc(OC)c(OC)c(OC)c3)sc2cc1SC	0.4	-4	-3.2	-4.6	-5.5	-193	5	-3.3	-6	3	-2.3
COc1cccc(OCCn2cc(C(C)=O)c3ccccc32)c1	-5.3	-6	-5.4	-6.2	0.5	-2	-7	-1.4	-2	-5	-2.3
CCCCCCCc1c(O)nc(SCCN(C)C)[nH]c1=O	0.7	-3	1.5	-2.6	2.0	3	2	0.1	0	1	-2.0
O=C(CNC(=O)c1ccccc1F)N/N=C/c1cccnc1	4.2	-1	0.9	-2.3	2.3	-7	2	0.1	-2	-1	-0.8
O=C(O)c1c2c(nc3ccccc13)CCCCC2	1.8	1	-2.2	-0.5	-0.5	5	-1	0.2	1	0	-1.2
COc1ccc2nc(N(CCN(C)C)C(=O)c3ccc(C(=O)c4ccccc4)cc3)sc2c1	0.8	-1	0.5	0.0	3.5	-14	-5	1.9	-5	1	-1.2
Cc1cc(=O)c(C(=O)O)nn1-c1ccccc1C(F)(F)F	-0.5	-3	-0.2	0.1	-0.5	2	1	-0.2	1	-1	-1.2
CCOc1ccc(CCN2C(=S)N([C@@H](CC(C)C)CN3CCC[C@@H]3CN3C(=S)NC[C@@H]3Cc3ccc(O)cc3)C[C@@H]2CC(C)C)cc1	4.8	-1	.	-0.5	.	3	1	0.4	-2	-23	-0.7
CC(=O)Oc1ccc([N+](=O)[O-])cc1N1C(=O)c2ccccc2C1=O	-1.5	-3	0.0	-1.1	2.0	6	3	-0.1	3	8	-1.6
O=C(NCCN1CCCC1)c1ccc2c(c1)N(Cc1cccc(Cl)c1)C(=O)c1ccccc1S2(=O)=O	-0.4	-3	-0.1	6.2*	-1.7	-4	-9	1.1	-3	-16	-1.1
CC1N(C)c2cccc3cccc(c23)N1C	-1.2	0	-0.8	-0.3	-0.7	i	-9	-0.4	0	5	-1.0
Cc1cnc(C(=O)NCC(c2ccccc2)c2ccccc2)cn1	-2.5	-2	0.3	-0.7	3.5	-9	-3	-0.1	2	17	-1.4
COc1cccc(Sc2cc(N3CCOCC3)nc(-c3ccccc3)n2)c1	-0.1	-1	0.9	-2.7	1.9	-7	2	0.4	0	5	-1.1
Cc1ccc(N2C(=O)CC(Cc3cc(C)cc(C)c3)C2=O)cc1 (stereo not given)	2.0	-4	0.1	-0.8	0.4	3	-9	-0.3	-6	-2	-1.7
COC(=O)C1(CCSC)NC(c2ccco2)C2C(=O)N(C)C(=O)C21 (stereo not given)	-0.8	0	-0.5	-0.2	0.6	-1	5	-0.1	1	1	-0.9
COC(=O)c1cc(=O)nc2sc3ccccc3n12	1.4	-4	0.2	1.1	1.1	-37	3	0.1	-2	8	-0.1

Full records from above. Values in the order: hgDAF-12 ag	SMARCA2 act	DAX1 inh-1	hcDAF-12 act	GAA850 FXN act	ADAM10 inh	NPR1 activator	DAX1 inh-2	NPR2 activator	sPLA2-III inh	ssDAF-12 act
CN(C(=O)COC(=O)c1nc(Cl)ccc1Cl)c1ccccc1 is listed as 1.9	4	0.8	-2.0	-2.2	10	-1	0.5	2	8	-1.1
COC(=O)c1cc(=O)nc2sc3ccccc3n12 is listed as 1.4	-4	0.2	1.1	1.1	-37	3	0.1	-2	8	-0.1
O=C(CN(CC(=O)N1CCOCC1)S(=O)(=O)c1ccc(Br)s1)N1CCOCC1 is listed as 0.8	0	6.8*	-0.3	1.2	-4	2	-0.1	2	0	-1.4

(continued)
SMILES	hgDAF-12 ag	SMARCA2 act	DAX1 inh-1	hcDAF-12 act	GAA850 FXN act	ADAM10 inh	NPR1 activator	DAX1 inh-2	NPR2 activator	sPLA2-III inh	ssDAF-12 act
COc1ccccc1NC(=O)c1ccc(NC(=O)CNC(=O)c2ccc(OC)c(OC)c2)cc1	-0.2	-1	-0.4	-2.5	0.2	1	-2	-0.3	-14	-8	-1.2
CC(C)CC(=O)NC(=S)NNC(=O)c1cccc([N+](=O)[O-])c1	-1.0	-2	-0.6	1.9	-1.5	-8	0	-0.7	3	24*	-0.5
CC(=O)c1ccc(NC(=O)COC(=O)c2c[nH]c3ccccc23)cc1	-1.0	-1	-1.0	1.7	0.1	-5	0	-1.6	-9	-18	-0.9
O=C(CN1C(=O)c2ccccc2S1(=O)=O)Nc1cccnc1	0.7	1	0.6	-0.3	1.4	0	0	-0.3	-2	-1	-0.9
O=C1CC(c2ccc3ccccc3c2)NN1 (stereo not given)	-0.3	0	0.9	1.6	2.5	-6	-2	0.3	0	-18	-1.2
COc1ccc(NC(=O)c2cc(C)nn2-c2ccccc2)cc1	8.5	0	0.1	-0.7	3.2	-1	3	-0.1	1	-2	-0.8
CC(C)C(=O)Nc1c2c(nn1-c1ccc([N+](=O)[O-])cc1)CS(=O)(=O)C2	-0.6	-1	0.4	0.1	0.7	1	0	0.0	2	-2	-0.5
c1ccc(-n2ncc3c(N4CCC5(CC4)OCCO5)ncnc32)cc1	6.0	3	1.5	1.1	5.3	-3	0	0.4	-1	-2	-0.1
COc1ccc(CNC(=O)Nc2nc(C(N)Cc3ccc(F)cc3)cs2)cc1 (stereo not given)	0.8	-4	.	-0.8	-3.0	-9	-1	0.2	-1	-2	-1.1
O=C(N=Nc1c(O)[nH]c2ccc([N+](=O)[O-])cc12)c1cc(-c2ccccc2Cl)nc2ccccc12	0.8	2	-0.8	0.8	3.9	3	-2	0.4	8	10	0.1
O=C(c1cnsn1)N1CCCC(Nc2ccc(F)c(F)c2)C1 (stereo not given)	-1.1	-1	-0.1	-0.2	0.5	13	-4	2.4	3	4	-1.1
CC1=CC=CC2=N/C(=N\S(=O)(=O)c3ccc(F)cc3F)c3ccccc3CN12	0.2	3	-1.1	-0.5	3.8	8	-2	0.4	-6	-35	-1.9
CN(C)C(=O)Cn1c(=O)n(C)c2ccccc21	1.6	0	0.8	-0.7	0.8	5	0	-0.4	5	1	-1.0
CCOCCCn1c(=S)[nH]c2ncccc2c1=O	-1.9	-1	1.1	-1.7	0.0	-2	-1	-0.6	-6	6	-1.7
O=S(=O)(c1cccc(F)c1)N1CCN(c2nc(-c3cccnc3)nc3ccccc23)CC1	-0.2	1	0.3	0.6	-0.8	-5	-1	2.2	2	3	-1.3
Cc1nn(Cc2ccccc2)c(Cl)c1/C=N/NC(=O)c1cccnc1	0.3	2	-1.1	0.1	3.6	2	0	0.8	-4	3	15*
Cc1onc(NC(=O)NC(=O)c2ccccc2F)c1Br	3.3	-1	0.6	-1.6	2.1	-7	0	3.5	-5	1	-1.1
Fc1cccc(CN2CCN(C(=S)NCCc3ccccc3)CC2)c1	-1.9	-1	-0.3	-0.9	0.5	-1	0	-0.1	3	2	-1.4
O=C(CSc1nnc(-c2cccnc2)o1)Nc1ccc(F)cc1	0.7	0	0.4	-1.7	1.7	-3	2	0.9	-2	-3	-0.9
CCCNC(=O)C1(C)CCN(Cc2cc(C(F)(F)F)ccc2Cl)C1 (stereo not given)	1.6	3	.	-2.5	-2.1	-2	0	-0.2	0	0	-1.4
O=C(COc1ccc2ccccc2c1)N1CCN(c2ccccc2O)CC1	-0.6	-3	0.1	1.1	0.7	2	-1	-0.4	-4	-15	-0.7
COc1ccc(/C=C(\NC(=O)c2ccc(C)cc2)C(=O)NCCCN2CCOCC2)cc1OC	1.6	1	-0.1	-1.8	0.9	5	2	-0.3	-2	2	-1.0
CCN(CC)CCN(C(=O)C1=COCCO1)c1nc2cc(C)cc(C)c2s1	0.8	6	0.3	-0.5	-0.4	6	-11	-1.7	-18	-1	-0.2
Cc1cc(C)c(C)c(Oc2ncnc(N)c2[N+](=O)[O-])c1	0.1	-2	-0.7	-0.8	0.8	10	-3	0.2	-1	-4	-1.0
COc1ccc(CN2C(=O)C(C)Oc3ccccc32)cc1 (stereo not given)	-0.1	1	-1.1	-2.4	0.9	-2	-3	-0.4	-4	-3	-1.3
